Bioassay records (PubChem BioAssay)
Siah-1 displacement = Siah-1 peptide-binding antagonists, primary screen, biochemical, fluorescence polarization, rhodamine-plectin, uHTS (AID 1817); 0.02% of 290,000 active; Siah-1 / rhodamine-plectin peptide fluorescence polarization; higher % means a stronger effect; one-dose displacement, % at 20 µM; IC50 in µM for titrated hits;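 active means displacement of at least 50% at 20 µM, with a fluorescence ratio check between 0.3 and a set limit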;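 further: plate controls were Siah plus tracer with DMSO for no effect and tracer alone without Siah for full effect; strong numbers were not always called active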
XIAP antagonists = XIAP antagonists, biochemical, IAP family, fluorescence polarization (AID 1018) | XIAP BIR domain, fluorescence polarization peptide displacement; higher % means a stronger effect | displacement, % at 20 µM, or IC50 in µM where a hit was titrated | 0.007% of 200,000 active; in the data active means displacement above about 50%; further: a part of the inactive calls stands beside numbers as strong as those of hits
ER stress rescue = rescue of cells from ER stress-induced death, primary screen, 384-well, CSM14.1, thapsigargin, ATP luminescence (AID 1222); CSM14.1 thapsigargin-induced death rescue, ATP luminescence; higher % means a stronger effect; cellular ATP content (survival), % at 20 µM, or EC50 in µM where a hit was titrated; 190,000 tested, under 10 active;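 active means EC50 below 50 µM in the dose-response confirmation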;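 further: death triggered by thapsigargin at about 15 µM added after 2 h compound pretreatment; cell ATP read after overnight thapsigargin exposure of roughly 18 to 22 hours; normalized against plate controls of thapsigargin alone and 5% DMSO vehicle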
Yfh1-off respiration = mitochondrial function rescue without frataxin homolog – Friedreich's ataxia, plus single-dose screen, dose response (AID 1465). S. cerevisiae Yfh1-off respiration, WST-1 reduction, 72 h; higher fold induction means a stronger effect. 0.074% of 220,000 active. one-dose fold induction at 50 µM; EC50 in µM for titrated hits;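 active means fold induction of absorbance versus untreated yeast above a set limit, then at least 30% activation at any dose in follow-up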;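 further: activators that raise dye reduction in frataxin-depleted yeast; strong numbers were not always called active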
PMI inhibition = human PMI inhibitors, high substrate, primary screen, biochemical, fluorescence intensity, high mannose 6-phosphate (AID 1220); recombinant PMI enzyme, coupled fluorescence intensity; higher % means a stronger effect; one-dose inhibition, % at 20 µM; IC50 in µM for titrated hits; 0.66% of 190,000 active; in the data active means inhibition above about 50%
West Nile antiviral = West Nile virus antiviral activity, cell-based, CPE readout (AID 1621); West Nile virus-infected cells, CPE inhibition; higher % means a stronger effect; one-dose CPE inhibition, % at 10 µM; IC50 in µM for titrated hits; 0.02% of 290,000 active; in the data active means a potency from the dose series; further: strong numbers were not always called active
M1AAP inhibition = P. falciparum M1AAP inhibitors, biochemical, fluorogenic H-Leu-NHMec substrate, 1536-well (AID 1445); recombinant M1AAP, H-Leu-NHMec fluorogenic kinetic assay; higher % means a stronger effect; inhibition, % at 30 µM, or IC50 in µM where a hit was titrated; 0.42% of 220,000 active;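 active means primary inhibition above the hit cutoff, then over 50% inhibition at one or more dose response concentrations, cut at about 23% in these data, passing the limit was not always enough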;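 further: plate controls were DMSO full reaction for no effect and no enzyme background for full effect; strong numbers were not always called active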
PhoP inhibition = PhoP-dependent GFP reporter repression – Salmonella Typhimurium, primary screen (AID 1863); S. Typhimurium PhoP-regulated promoter GFP reporter, 4 h; higher % means a stronger effect; inhibition, % at 50 µM; hits with a dose series show IC50 in µM; 0.16% of 300,000 active;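 active means inhibition over 29.93%, a cutoff 3 SD above the screen mean, later confirmed by dose response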;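 further: 0% = low Mg2+ inducing control and 100% = high Mg2+ repressing control; strong numbers were not always called active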
P. falciparum M17LAP = P. falciparum M17LAP inhibitors, primary screen, biochemical, fluorogenic H-Leu-NHMec substrate, 1536-well (AID 1619). inhibition, % at 30 µM, or IC50 in µM where a hit was titrated. 0.38% of 220,000 active. recombinant M17LAP, H-Leu-NHMec fluorogenic kinetic assay; higher % means a stronger effect;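 active means compound inhibiting the enzyme by more than half at any dose during confirmatory dose-response retesting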;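 further: plate controls were full reaction with DMSO carrier for no effect and no enzyme background for full effect; strong numbers were not always called active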
* hit, by the source's call.

Results for O=c1[nH]c2ccccc2n2c(-c3ccccc3)nnc12 ?
Siah-1 displacement: 3%; ER stress rescue: -1.1%; Yfh1-off respiration: inactive; PMI inhibition: 74%*; West Nile antiviral: 0.7%; M1AAP inhibition: 5%; PhoP inhibition: -15%; P. falciparum M17LAP: -15%

What do the screens show for `C=CCNc1nc(N)c(C(=O)c2ccc3c(c2)OCO3)s1`?
Siah-1 displacement: 4%; XIAP antagonists: 0.2%; ER stress rescue: -0.3%; Yfh1-off respiration: inactive; PMI inhibition: -3%; West Nile antiviral: 0.8%; M1AAP inhibition: 8%; PhoP inhibition: -8%; P. falciparum M17LAP: 25%

Results for Cc1ccc(CN(CC(=O)N/N=C/c2ccccc2[N+](=O)[O-])S(=O)(=O)c2ccc(C)cc2)cc1 ?
Siah-1 displacement: -4%; XIAP antagonists: 0.6%; ER stress rescue: 1.4%; Yfh1-off respiration: inactive; PMI inhibition: 4%; West Nile antiviral: -0.5%; M1AAP inhibition: 5%; PhoP inhibition: 6%; P. falciparum M17LAP: -1%

What do the screens show for `O=C(Nc1cccc([N+](=O)[O-])c1)Nc1cccc([N+](=O)[O-])c1`?
Siah-1 displacement: 11%; XIAP antagonists: -3.9%; ER stress rescue: -1.9%; Yfh1-off respiration: inactive; PMI inhibition: 5%; West Nile antiviral: -1.8%; M1AAP inhibition: -2%; PhoP inhibition: 6%; P. falciparum M17LAP: -1%

What do the screens show for `Cc1cccc(C)c1OCC(O)CNC(C)C` (stereo unspecified)?
Siah-1 displacement: -4%; XIAP antagonists: -5.5%; ER stress rescue: 0.2%; Yfh1-off respiration: inactive; PMI inhibition: -4%; West Nile antiviral: -0.1%; M1AAP inhibition: 5%; PhoP inhibition: 21%; P. falciparum M17LAP: 3%

Results for O=C(Nc1nc(SCc2ccc(F)cc2)ns1)c1ccco1 ?
Siah-1 displacement: 4%; XIAP antagonists: -4.3%; ER stress rescue: -0.7%; Yfh1-off respiration: inactive; PMI inhibition: -7%; West Nile antiviral: 0.3%; M1AAP inhibition: 11%; PhoP inhibition: -9%; P. falciparum M17LAP: 5%

How did COCCCn1cnc2oc3nc4ccccc4nc3c2c1=O do in these assays?
Siah-1 displacement: -2%; XIAP antagonists: -4.4%; ER stress rescue: -1.6%; Yfh1-off respiration: inactive; PMI inhibition: 1%; West Nile antiviral: -0.1%; M1AAP inhibition: 17%; PhoP inhibition: -2%; P. falciparum M17LAP: -63%

How did C/C(CC(=O)NC(C)c1ccccc1)=N\NC(N)=S (stereo unspecified) do in these assays?
Siah-1 displacement: 3%; Yfh1-off respiration: inactive; West Nile antiviral: 0.0%; M1AAP inhibition: 2%; PhoP inhibition: -4%; P. falciparum M17LAP: 21%

What do the screens show for `Cc1ccc(C)c(Cn2c(CN(C)Cc3ccccc3)nc3c2c(=O)n(C)c(=O)n3C)c1`?
Siah-1 displacement: 2%; XIAP antagonists: -2.8%; ER stress rescue: -0.5%; Yfh1-off respiration: inactive; PMI inhibition: -6%; West Nile antiviral: -0.4%; M1AAP inhibition: 6%; PhoP inhibition: 7%; P. falciparum M17LAP: -13%

How did CCN(CC)S(=O)(=O)c1cccc(C(=O)N[C@H](C(=O)NCc2ccccc2F)C(C)C)c1 do in these assays?
Siah-1 displacement: 2%; XIAP antagonists: -5.7%; ER stress rescue: 2.7%; Yfh1-off respiration: inactive; PMI inhibition: 4%; West Nile antiviral: -0.3%; M1AAP inhibition: 4%; PhoP inhibition: 2%; P. falciparum M17LAP: 13%

What do the screens show for `C(=C\c1ccccn1)/c1cccnc1`?
Siah-1 displacement: 1%; Yfh1-off respiration: inactive; West Nile antiviral: 1.6%; M1AAP inhibition: 4%; PhoP inhibition: -2%; P. falciparum M17LAP: -2%

Results for CCOc1ccc(C2c3c(oc4cc(C)c(C)cc4c3=O)C(=O)N2CCCN(C)C)cc1OC (stereo unspecified) ?
Siah-1 displacement: 1%; XIAP antagonists: -1.5%; ER stress rescue: -0.2%; Yfh1-off respiration: inactive; PMI inhibition: 18%; West Nile antiviral: 1.0%; M1AAP inhibition: 8%; PhoP inhibition: -10%; P. falciparum M17LAP: 18%

How did CCCn1c(SCC(=O)c2c[nH]c3ccccc23)nnc1-c1ccncc1 do in these assays?
Siah-1 displacement: -2%; XIAP antagonists: -2.4%; ER stress rescue: -1.6%; Yfh1-off respiration: inactive; PMI inhibition: -8%; West Nile antiviral: -0.2%; M1AAP inhibition: 2%; PhoP inhibition: 2%; P. falciparum M17LAP: -3%

What do the screens show for `CCc1ccc(OCC(O)CN2CCN(c3ccccc3)CC2)cc1` (stereo unspecified)?
Siah-1 displacement: 2%; XIAP antagonists: 9.2%; ER stress rescue: -0.9%; Yfh1-off respiration: inactive; PMI inhibition: -8%; West Nile antiviral: -0.4%; M1AAP inhibition: 7%; PhoP inhibition: 9%; P. falciparum M17LAP: -7%

What do the screens show for `Cc1c(C(=O)N2CCCCCC2)oc2ccccc12`?
Siah-1 displacement: 3%; XIAP antagonists: 1.4%; ER stress rescue: -0.3%; Yfh1-off respiration: inactive; PMI inhibition: 0%; West Nile antiviral: 0.5%; M1AAP inhibition: 3%; PhoP inhibition: 6%; P. falciparum M17LAP: 6%

What do the screens show for `CCOC(=O)N/N=C/c1ccc(OC)c(O)c1`?
Siah-1 displacement: -4%; XIAP antagonists: -10%; ER stress rescue: -0.6%; Yfh1-off respiration: inactive; PMI inhibition: 5%; West Nile antiviral: 0.7%; M1AAP inhibition: -8%; PhoP inhibition: 8%; P. falciparum M17LAP: 4%

Results for COc1ccc(C(=O)Nc2ccc(S(=O)(=O)N3CCc4ccccc43)cc2)cc1 ?
Yfh1-off respiration: inactive; West Nile antiviral: 0.9%; M1AAP inhibition: 3%; PhoP inhibition: 2%; P. falciparum M17LAP: -3%

What do the screens show for `Cc1cccc(C(=O)N(Cc2nc3ccccc3c(=O)[nH]2)C2CCCC2)c1`?
Siah-1 displacement: 6%; XIAP antagonists: -2.3%; ER stress rescue: -0.3%; Yfh1-off respiration: inactive; PMI inhibition: -1%; West Nile antiviral: -2.2%; M1AAP inhibition: 14%; PhoP inhibition: -11%; P. falciparum M17LAP: -3%

What do the screens show for `CCCn1c(NC(=O)c2ccc(F)cc2)nc2ccccc21`?
Siah-1 displacement: 15%; XIAP antagonists: -5.3%; ER stress rescue: -1.2%; Yfh1-off respiration: inactive; PMI inhibition: -21%; West Nile antiviral: -0.9%; M1AAP inhibition: -2%; PhoP inhibition: 1%; P. falciparum M17LAP: -3%

Results for CCOC(=O)c1cnc(SCC(=O)Nc2ccc(NC(C)=O)c(OC)c2)nc1N ?
Siah-1 displacement: -2%; XIAP antagonists: 2.3%; ER stress rescue: -3.5%; Yfh1-off respiration: inactive; PMI inhibition: 1%; West Nile antiviral: 0.2%; M1AAP inhibition: -3%; PhoP inhibition: -10%; P. falciparum M17LAP: -17%

In the list so far, three contain a furan ring, fused or not.
Results for O=C(Nc1nc(SCc2ccc(F)cc2)ns1)c1ccco1 ?
Siah-1 displacement: 4%; XIAP antagonists: -4.3%; ER stress rescue: -0.7%; Yfh1-off respiration: inactive; PMI inhibition: -7%; West Nile antiviral: 0.3%; M1AAP inhibition: 11%; PhoP inhibition: -9%; P. falciparum M17LAP: 5%

How did COCCCn1cnc2oc3nc4ccccc4nc3c2c1=O do in these assays?
Siah-1 displacement: -2%; XIAP antagonists: -4.4%; ER stress rescue: -1.6%; Yfh1-off respiration: inactive; PMI inhibition: 1%; West Nile antiviral: -0.1%; M1AAP inhibition: 17%; PhoP inhibition: -2%; P. falciparum M17LAP: -63%

What do the screens show for `Cc1c(C(=O)N2CCCCCC2)oc2ccccc12`?
Siah-1 displacement: 3%; XIAP antagonists: 1.4%; ER stress rescue: -0.3%; Yfh1-off respiration: inactive; PMI inhibition: 0%; West Nile antiviral: 0.5%; M1AAP inhibition: 3%; PhoP inhibition: 6%; P. falciparum M17LAP: 6%

Following part.
What do the screens show for `Cc1ccc(-n2c(N)c(C(=O)N3CCOCC3)sc2=S)c(C)c1`?
Siah-1 displacement: -2%; XIAP antagonists: 3.1%; ER stress rescue: 0.0%; Yfh1-off respiration: inactive; PMI inhibition: 23%; West Nile antiviral: 0.0%; M1AAP inhibition: 5%; PhoP inhibition: -1%; P. falciparum M17LAP: 28%

How did Cc1ccccc1NC(=O)COC(=O)Cc1ccsc1 do in these assays?
Siah-1 displacement: 12%; XIAP antagonists: -4.2%; ER stress rescue: -0.4%; Yfh1-off respiration: inactive; PMI inhibition: -8%; West Nile antiviral: 0.3%; M1AAP inhibition: -5%; PhoP inhibition: 3%; P. falciparum M17LAP: -4%

Results for CCOC(=O)C1CCN(C(=O)CN(c2ccc(Oc3ccccc3)cc2)S(C)(=O)=O)CC1 ?
Siah-1 displacement: 1%; XIAP antagonists: -1.0%; ER stress rescue: 1.4%; Yfh1-off respiration: inactive; PMI inhibition: 20%; West Nile antiviral: 0.1%; M1AAP inhibition: 6%; PhoP inhibition: -5%; P. falciparum M17LAP: 4%

How did O=C(CN1C(=O)CCC1=O)Nc1cccc(NC(=O)CN2C(=O)CCC2=O)c1 do in these assays?
Siah-1 displacement: 20%; XIAP antagonists: -2.5%; ER stress rescue: -1.4%; Yfh1-off respiration: inactive; PMI inhibition: 3%; West Nile antiviral: 0.2%; M1AAP inhibition: -4%; PhoP inhibition: 2%; P. falciparum M17LAP: -4%

How did COc1ccc(Cn2nc(-c3ccccc3)c(N3CCCCC3)cc2=O)cc1 do in these assays?
Siah-1 displacement: -4%; XIAP antagonists: -8.2%; Yfh1-off respiration: inactive; PMI inhibition: 1%; West Nile antiviral: -1.0%; M1AAP inhibition: -11%; PhoP inhibition: 2%; P. falciparum M17LAP: -1%

How did O=C(CN(c1ccc(F)cc1)S(=O)(=O)c1ccc2c(c1)OCCO2)NCC1CCCO1 (stereo unspecified) do in these assays?
Siah-1 displacement: 12%; XIAP antagonists: 0.8%; Yfh1-off respiration: inactive; PMI inhibition: 5%; West Nile antiviral: 0.6%; M1AAP inhibition: 12%; PhoP inhibition: -12%; P. falciparum M17LAP: 14%

How did Cc1ccccc1CS(=O)(=O)c1nnc([C@H](CC(C)C)NC(=O)OC(C)(C)C)o1 do in these assays?
Siah-1 displacement: 0%; XIAP antagonists: -4.1%; ER stress rescue: -1.5%; Yfh1-off respiration: inactive; PMI inhibition: 4%; West Nile antiviral: 0.8%; M1AAP inhibition: 0%; PhoP inhibition: 13%; P. falciparum M17LAP: -5%

Compounds were not picked by outcome, and some 1.6% of all compounds hit somewhere here.
